Screens as filed in PubChem BioAssay.
MIN6 prolif – MIN6 beta-cell proliferation induction; MIN6 cells proliferation, ATPlite luminescence, 48 h; cells starved in 0.2% serum; 100% = growth in 10% serum; proliferation, % at 10 µM; 330,000 compounds, 0.29% hits; AID 2380;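 active means compounds whose signal lies at least 3.5 SD above the mean of all wells on their plate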;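 further: 0% = DMSO-treated cells in low-serum medium and 100% = 10% serum control; some compounds called inactive have numbers as strong as hits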
hIAP activ – human IAP activation. P09923. purified human IAP, CDP-Star luminescence, 30 min; hits give high values; 1 = vehicle-only enzyme, 0 = enzyme-free background. 330,000 compounds, 0.16% hits. AID 2524. activation factor at 10 µM;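 active means activation factor of the enzyme at least 2-fold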; further: the source names both 10 and 20 µM as test concentration; values of inactives mirror those of a sister screen read the other way
Target sequence (P09923 whole entry, looked up): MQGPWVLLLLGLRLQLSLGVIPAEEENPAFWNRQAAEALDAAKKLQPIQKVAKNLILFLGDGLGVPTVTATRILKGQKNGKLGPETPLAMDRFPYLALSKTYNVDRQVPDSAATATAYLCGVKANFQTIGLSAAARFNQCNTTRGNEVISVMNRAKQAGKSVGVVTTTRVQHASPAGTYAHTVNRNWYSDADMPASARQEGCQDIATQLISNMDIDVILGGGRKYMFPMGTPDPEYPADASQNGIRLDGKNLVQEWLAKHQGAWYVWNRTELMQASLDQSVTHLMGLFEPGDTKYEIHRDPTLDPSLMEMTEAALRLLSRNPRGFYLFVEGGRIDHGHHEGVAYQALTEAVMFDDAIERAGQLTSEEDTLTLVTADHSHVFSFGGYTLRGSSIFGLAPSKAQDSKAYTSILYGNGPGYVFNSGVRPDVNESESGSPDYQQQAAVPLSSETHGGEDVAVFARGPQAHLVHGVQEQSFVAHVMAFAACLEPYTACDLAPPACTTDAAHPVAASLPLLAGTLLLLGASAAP
mIAP activ – mouse IAP activation. AID 2805. muIAP, CDP-Star luminescence, 30 min; hits give high values; 1 = vehicle-only enzyme signal, 0 = enzyme-free wells. 330,000 compounds, 0.24% hits. activation factor at 10 µM;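 active means activation factor of at least 2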; further: the source names both 10 and 20 µM as test concentration; values of inactives mirror those of a sister screen read the other way
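System: mouse IAP enzyme. Reagent: CDP-Star chemiluminescent phosphatase substrate. Benchmarks: DMSO wells, no-enzyme wells. Times: 30 min enzyme-substrate-compound incubation at room temperature. Detection: luminescence from enzymatic CDP-Star hydrolysis. Doses: test compounds delivered from DMSO solution.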
APOBEC3G inh – APOBEC3G (human) deaminase inhibition | Q9HC16 | recombinant A3G, ssDNA deamination FAM/TAMRA fluorescence | inhibition, % at 20 µM | 330,000 compounds, 0.28% hits | AID 493012;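 active means inhibition of at least 40% at 20 µM, with no more than 30% in the related APOBEC3A deaminase screen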;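 further: plate controls were DMSO wells with A3G for no effect and wells lacking A3G enzyme for full effect; some compounds called inactive have numbers as strong as hits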
NALP3 yeast inh – inhibitors of NALP3 inflammasome in yeast | Yeast reconstituted NLRP3/ASC/caspase-1, beta-gal luminescence, 24 h | inhibition, % at 10 µM | 330,000 compounds, 0.39% hits;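 active means inhibition of 50% or more; inactive means inhibition below 50%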;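 further: plate controls were induced DMSO wells for no effect and uninduced yeast grown without galactose for full effect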
mIAP block – blocks mouse intestinal alkaline phosphatase; purified mouse IAP, CDP-Star luminescence, 30 min; inhibition, % at 10 µM; 330,000 compounds, 0.2% hits; AID 2806;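 active means inhibition of at least 40% at 10 µM in the primary screen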;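 further: plate controls were DMSO with enzyme for no effect and no enzyme wells for full effect; values of inactives mirror those of a sister screen read the other way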
APOBEC3A inh – human APOBEC3A DNA deaminase inhibition; P31941; recombinant A3A, FAM/TAMRA ssDNA deamination fluorescence; inhibition, % at 20 µM; 330,000 compounds, 0.41% hits; AID 493011;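 active means at least 40% inhibition at 20 µM here, with at most 30% in a related deaminase screen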;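 further: plate controls were A3A with DMSO for no effect and wells lacking A3A enzyme for full effect; some results filed as inactive read as strong as hits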
Target sequence (P31941 whole entry, looked up): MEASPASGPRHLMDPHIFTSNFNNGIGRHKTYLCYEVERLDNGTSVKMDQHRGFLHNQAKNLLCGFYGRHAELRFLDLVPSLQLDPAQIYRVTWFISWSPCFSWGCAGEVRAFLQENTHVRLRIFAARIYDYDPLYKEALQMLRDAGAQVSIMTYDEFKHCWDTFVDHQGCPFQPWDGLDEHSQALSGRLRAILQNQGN
hIAP block – human IAP inhibition | purified IAP, CDP-Star luminescence, 30 min | AID 2544 | P09923 | inhibition, % at 10 µM | 330,000 compounds, 0.12% hits;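 active means inhibition reaching a set limit with compound at 10 µM in the primary screen, cut at about 35% in these data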;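 further: plate controls were DMSO wells with enzyme for no effect and no-enzyme buffer wells for full effect; values of inactives mirror those of a sister screen read the other way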
SENP1 inh – SENP1 (human) catalytic domain inhibition; Q9P0U3; recombinant SENP1 catalytic domain, CyPet-SUMO1-YPet FRET cleavage; inhibition, % at 10 µM; 360,000 compounds, 0.21% hits;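 active means inhibition at least 30% at 10 µM, raw YFP signal under a set limit, fluorescence ratio 0.5 to 1.5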;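 further: 0% = enzyme with DMSO and 100% = no enzyme wells; some results filed as inactive read as strong as hits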
Target sequence (Q9P0U3 419-644 limits assumed): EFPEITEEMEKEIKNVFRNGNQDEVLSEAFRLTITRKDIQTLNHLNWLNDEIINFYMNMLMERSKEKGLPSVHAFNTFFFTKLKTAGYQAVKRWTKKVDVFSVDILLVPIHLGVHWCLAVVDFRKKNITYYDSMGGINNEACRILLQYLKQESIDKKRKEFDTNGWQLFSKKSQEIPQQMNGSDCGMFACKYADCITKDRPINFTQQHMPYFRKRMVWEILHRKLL
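Assay system: hSENP1 catalytic domain, recombinant. Amount: SENP1 enzyme, 20 pM final. Schedule: 50 min reaction, RT, dark. Technique: FRET, CFP and YFP emission. Control set: no-enzyme wells low, DMSO-plus-enzyme wells high control.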
Active calls of the source: *. These rows are one share of the data; the hit share may differ from the screen's.

SMILES	MIN6 prolif	hIAP activ	mIAP activ	APOBEC3G inh	NALP3 yeast inh	mIAP block	APOBEC3A inh	hIAP block	SENP1 inh
CS/C(=N\S(=O)(=O)c1cccs1)Nc1ccc(F)c(Cl)c1	-3	1	1.2	-4	-13	-21	-1	-3	1
Cc1ccccc1C(=O)Nc1sc2c(c1C(=O)O)CCC2	-3	1.1	0.89	-8	4	11	-3	-6	2
Cc1sc2ncnc(Nc3ccc(N4CCOCC4)cc3)c2c1-c1ccccc1	-5	1.2	1	-4	3	-4	-2	-18	-6
COc1ccc(C(NC(=O)CN2CCCCCC2)c2ccc(OC)cc2)cc1	0	1.1	1.1	4	3	-11	0	-8	0
CCCc1cc(=O)n2[nH]cnc2n1	1	0.92	1	-14	-6	-4	-4	8	3
O=C(O)CC/C(=N\Nc1ccc(S(=O)(=O)N2CCOCC2)cc1[N+](=O)[O-])c1cccs1	-2	0.8	0.81	27	20	19	0	20	2
CCCc1nn(C)c(C(=O)Nc2cccc(CC)c2)c1Cl	-3	0.97	0.92	-7	4	8	-2	3	3
Cc1ccc(C(=O)NCC(=O)Nc2cccc(C(F)(F)F)c2)cc1	1	0.96	1	2	12	0	7	4	-1
Cc1onc(-c2c(Cl)cccc2Cl)c1C(N)=S	-3	1.1	0.87	-3	20	13	-3	-7	1
O=C(CSc1ccccn1)c1ccc2c(c1)OCO2	-2	1.1	1	-5	-8	-1	-3	-8	1
O=C(COc1ccc(Br)cc1)N(Cc1ccccc1)c1ccccn1	-2	1	1.1	-9	12	-8	-6	-4	1
Cc1ccc(S(=O)(=O)NN2C(=O)c3ccccc3NC2c2cccc(O)c2)cc1 (configuration not stated)	2	1.1	0.98	-2	-6	2	1	-7	-1
Cc1ccc(S(=O)(=O)NC2(C(F)(F)F)NC(=O)N(C)C2=O)cc1 (configuration not stated)	0	0.95	1	2	1	-1	-1	5	3
O=C(c1cccnc1)N1CCN(Cc2ccc3c(c2)OCO3)CC1	-3	0.9	0.99	-3	0	1	-3	10	2
COc1ccc(-c2nc(C#N)c(NC(C)c3ccccc3)o2)cc1OC (configuration not stated)	-1	1	1.1	-3	9	-10	-1	0	-14
Nn1cc(-c2ccccc2)nc1SCC(=O)N1CCN(S(=O)(=O)c2ccc3ccccc3c2)CC1	-3	0.94	0.88	-5	-7	12	-7	6	1
CC1CCN(CC(=O)Nc2nc(-c3ccccc3)cs2)CC1	6.2*	1.3	0.85	-2	15	14	3	-26	1
Cc1ccc(S(=O)(=O)N2CCN(C(C)C(=O)Nc3ccccc3-c3ccccc3)CC2)cc1 (configuration not stated)	0	1.1	1	-1	3	-3	-1	-5	-1
CCCCN1C(=O)c2ccc(C(=O)N(C)CC(=O)Nc3ccc(OCC)c(OCC)c3)cc2C1=O	-3	1	1	-6	16	-2	5	-2	-1
O=C(O)Cn1cc(CN2CCOCC2)c2ccccc21	0	1	0.95	-8	17	5	-1	-1	-6

In a second layout: entries from further up.
Compound | MIN6 prolif | hIAP activ | mIAP activ | APOBEC3G inh | NALP3 yeast inh | mIAP block | APOBEC3A inh | hIAP block | SENP1 inh
CS/C(=N\S(=O)(=O)c1cccs1)Nc1ccc(F)c(Cl)c1 | -3 | 1 | 1.2 | -4 | -13 | -21 | -1 | -3 | 1
Cc1ccccc1C(=O)Nc1sc2c(c1C(=O)O)CCC2 | -3 | 1.1 | 0.89 | -8 | 4 | 11 | -3 | -6 | 2

Next compounds:
SMILES	MIN6 prolif	hIAP activ	mIAP activ	APOBEC3G inh	NALP3 yeast inh	mIAP block	APOBEC3A inh	hIAP block	SENP1 inh
CCCCNC(=O)Cn1cnc2c(cnn2-c2ccc(C)cc2)c1=O	-2	1.2	1.1	-3	16	-6	-5	-24	2
Cn1ccc(-c2ccccc2)c(C#N)c1=O	4	1	1	-1	-11	-4	2	-4	-2
COCC(C)n1c(C)cc(C(=O)COC(=O)c2c(C)nn(-c3ccccc3)c2C)c1C (configuration not stated)	1	1.1	1	-2	4	-4	-2	-7	1
COc1ccc2[nH]cc(CCNC(=O)Cc3ccc(F)cc3)c2c1	-3	0.78	1.1	-6	19	-6	-5	22	1
CC(C)(C)NC(=O)C(c1ccccn1)N(C(=O)c1csnn1)C1CCCCC1 (configuration not stated)	0	1.1	1	-6	-3	-4	0	-11	0
Cc1ccc2nc(SCC(=O)NC3CCCc4ccccc43)[nH]c2c1 (configuration not stated)	-1	1	1.2	-10	15	-21	-1	-4	1
CC1(C(=O)OCC(=O)c2c[nH]c3ccccc23)CC1(Cl)Cl (configuration not stated)	-4	0.91	0.95	0	1	4	1	9	-1
COc1cccc(Nc2nc(CN3CCOCC3)nc3sc4c(c23)CCCC4)c1	2	1	1	0	28	0	1	-1	0
O=c1[nH]c(N2CCOCC2)nc2c1CCCC2	2	1	1.1	-8	2	-10	-6	-2	2
Cc1cc(S(=O)(=O)N2CCC(N3CCCCC3)CC2)ccc1-n1cnnn1	-1	1	1	-7	1	-5	-5	-3	-3
C=CCNC(=O)c1sc(=S)n(-c2ccc(C(=O)OCC)cc2)c1N	-2	1.2	0.82	32	6	18	-1	-19	2
CCc1nnc(NC(=O)C2CCCN2C(=O)Nc2ccccc2)s1 (configuration not stated)	2	1.1	0.88	-6	11	12	-1	-8	0
CCC(C)N(C(=O)CSc1nnc(C)n1C)C1CCS(=O)(=O)C1 (configuration not stated)	1	0.9	0.99	-8	12	1	26	10	1
CCC(C)[C@H](NC(=O)C1CC(=O)N(c2ccc3c(c2)OCCO3)C1)C(=O)NC1CCCC1 (some centres not stated)	2	0.82	0.95	-5	8	4	-4	18	0
COc1ccc(OCc2nnc(SCC(=O)N3CCCCC3)o2)cc1	0	0.77	0.97	-7	19	3	-1	23	0
O=C(Cc1ccc(Cl)cc1)NC1CCS(=O)(=O)C1 (configuration not stated)	-6	1.2	0.96	-5	7	4	-3	-17	3
CCOC(=O)/C(C#N)=C/c1cn(CCOc2ccc(OC)cc2)c2ccccc12	-1	0.86	0.91	-2	5	9	0	14	-77
COc1ccc(CNC(=O)c2cccc3c2C(=O)N(CC2CCCO2)C3)cc1 (configuration not stated)	6	0.82	0.95	-2	15	5	-1	18	0
Cc1cc(C)cc(-n2ncc3c2CCCC3NC(=O)CCCn2cncn2)c1 (configuration not stated)	-1	1.2	1	-6	11	-1	-2	-20	-1
COC(=O)c1ccsc1NC(=O)c1ccc2c(c1)OCCO2	1	0.97	1	-5	9	-5	1	3	0

Six records drawn at random from the list so far, as already listed:
SMILES	MIN6 prolif	hIAP activ	mIAP activ	APOBEC3G inh	NALP3 yeast inh	mIAP block	APOBEC3A inh	hIAP block	SENP1 inh
COC(=O)c1ccsc1NC(=O)c1ccc2c(c1)OCCO2	1	0.97	1	-5	9	-5	1	3	0
O=c1[nH]c(N2CCOCC2)nc2c1CCCC2	2	1	1.1	-8	2	-10	-6	-2	2
C=CCNC(=O)c1sc(=S)n(-c2ccc(C(=O)OCC)cc2)c1N	-2	1.2	0.82	32	6	18	-1	-19	2
CCC(C)[C@H](NC(=O)C1CC(=O)N(c2ccc3c(c2)OCCO3)C1)C(=O)NC1CCCC1 (some centres not stated)	2	0.82	0.95	-5	8	4	-4	18	0
Cc1cc(C)cc(-n2ncc3c2CCCC3NC(=O)CCCn2cncn2)c1 (configuration not stated)	-1	1.2	1	-6	11	-1	-2	-20	-1
Cc1cc(S(=O)(=O)N2CCC(N3CCCCC3)CC2)ccc1-n1cnnn1	-1	1	1	-7	1	-5	-5	-3	-3

An excerpt of these results, with two lines to a compound:
Values in the order – MIN6 prolif | hIAP activ | mIAP activ | APOBEC3G inh | NALP3 yeast inh | mIAP block | APOBEC3A inh | hIAP block | SENP1 inh
> O=C(Cc1ccc(Cl)cc1)NC1CCS(=O)(=O)C1 (configuration not stated)
    -6 | 1.2 | 0.96 | -5 | 7 | 4 | -3 | -17 | 3
> CCCc1cc(=O)n2[nH]cnc2n1
    1 | 0.92 | 1 | -14 | -6 | -4 | -4 | 8 | 3
> COc1ccc(C(NC(=O)CN2CCCCCC2)c2ccc(OC)cc2)cc1
    0 | 1.1 | 1.1 | 4 | 3 | -11 | 0 | -8 | 0
> CCCc1nn(C)c(C(=O)Nc2cccc(CC)c2)c1Cl
    -3 | 0.97 | 0.92 | -7 | 4 | 8 | -2 | 3 | 3
> O=C(O)CC/C(=N\Nc1ccc(S(=O)(=O)N2CCOCC2)cc1[N+](=O)[O-])c1cccs1
    -2 | 0.8 | 0.81 | 27 | 20 | 19 | 0 | 20 | 2

(further entries)
SMILES	MIN6 prolif	hIAP activ	mIAP activ	APOBEC3G inh	NALP3 yeast inh	mIAP block	APOBEC3A inh	hIAP block	SENP1 inh
COC(=O)c1[nH]c2ccc(C)cc2c1NS(=O)(=O)c1ccc(F)c(C)c1	-3	0.95	1.1	-6	7	-9	-5	5	0
CC1CCCCC1NC(=O)CN1C(=O)NC(C)(c2cccc(Br)c2)C1=O (configuration not stated)	-2	0.94	1.1	-6	21	-9	2	6	1
O=C(CCl)NC1(C(F)(F)F)C(=O)Nc2c1c(=O)[nH]c(=O)n2-c1ccccc1 (configuration not stated)	6	0.95	1.1	-3	-1	-7	-3	4	0
COc1ccc(NS(=O)(=O)c2cccc(NC(=O)CNC(C)=O)c2)cc1	2	0.95	0.96	-1	-2	4	2	4	2
Cn1nnc2c(sc3nc(N4CCOCC4)c4c(c32)CCCC4)c1=O	1	0.81	0.9	-1	-6	10	-3	19	-3
Cc1cc(NC(=O)CSc2nnnn2C2CCCC2)no1	0	0.87	0.93	-6	-4	7	-2	13	3
O=C(NCc1ccc2c(c1)OCO2)c1nc(S(=O)(=O)Cc2ccccc2F)ncc1Cl	-8	1.1	0.98	0	19	2	5	-7	1
CS(=O)(=O)N(CC(=O)Nc1ccc(Cl)c(Cl)c1)C1CCCCC1	-2	1	1.6	3	14	-65	1	-1	1
CCC(NS(=O)(=O)c1c(C)[nH]c(=O)[nH]c1=O)C12CC3CC(CC(C3)C1)C2 (configuration not stated)	1	1.1	1.2	-8	16	-16	-6	-7	1
CCN(C[C@H]1N[C@@](C)(C(=O)OC)[C@H]2C(=O)N(C)C(=O)[C@@H]12)C(=O)Nc1ccccc1	0	0.98	1.2	-5	0	-22	-2	2	1
O=C(NC1CCCN(CCc2ccccc2)C1)C1CCCC1 (configuration not stated)	-3	1.1	1	-1	20	-1	8	-6	0
CC(=O)Nc1nc(-c2ccc(Br)s2)cs1	0	2.2*	0.92	1	13	8	5	-120	4
Cc1oc(-c2ccc(-c3ccccc3)cc2)nc1CN(CCO)C(C)C	-3	1.3	1	-7	20	-2	-4	-35	-2
O=C(Nc1ccc(NC(=O)c2ccccc2Br)cc1)c1ccccc1	0	1.1	1	-1	18	-3	-3	-7	-1
CCc1ccc(CN(C)C(=O)c2cc(COc3cccc4cnccc34)on2)cc1	-7	1.1	0.96	-4	-2	4	-6	-15	-1
CSc1ccccc1NC(=O)CN(C)C(=O)CNc1ccc(C(F)(F)F)cc1[N+](=O)[O-]	1	0.99	0.93	-7	7	7	-6	1	3
CCCS(=O)(=O)N1CCC(C(=O)NCCN(C)Cc2ccccc2)CC1	-1	1.2	0.88	-5	0	12	-2	-20	1
